EP2 mod = EP2 receptor modulators, cAMP readout, primary screen, cell-based, HTRF cAMP, PGE2 stimulation; Prostaglandin E2 receptor EP2 subtype (Homo sapiens), P43116; hit rate 0.83% among 260,000; EP2-expressing cells, cAMP HTRF FRET, PGE2 co-stimulation; induction, % at 25 µM;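 active = compounds whose cAMP rise, as percent of the full-agonist control response, exceeds 60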;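 also: rat C6 glioma line stably carrying human EP2 under a CMV promoter; the protocol text gives 20 µM as final concentration; 100% = response of wells given 1 µM PGE2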
Target sequence (P43116 whole entry, looked up): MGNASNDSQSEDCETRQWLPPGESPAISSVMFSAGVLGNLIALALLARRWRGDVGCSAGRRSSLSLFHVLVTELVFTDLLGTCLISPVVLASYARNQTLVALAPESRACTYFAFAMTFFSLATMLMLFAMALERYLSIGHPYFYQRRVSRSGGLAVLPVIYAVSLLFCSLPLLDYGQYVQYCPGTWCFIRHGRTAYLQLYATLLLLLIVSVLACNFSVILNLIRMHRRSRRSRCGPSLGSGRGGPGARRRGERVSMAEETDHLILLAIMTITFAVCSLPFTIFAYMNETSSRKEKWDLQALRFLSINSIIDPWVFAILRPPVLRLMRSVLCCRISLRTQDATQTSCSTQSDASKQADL
14-3-3 Bad PPI = inhibitors of 14-3-3 zeta/Bad binding, primary screen, biochemical, TR-FRET, bovine 14-3-3 zeta | inhibition, % at 21.7 µM | 14-3-3 protein zeta/delta (Bos taurus), P63103 | TR-FRET 14-3-3zeta/Dy647-pBad peptide displacement, 1 h | hit rate 0.71% among 220,000 | AID 781, 2007;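 active = inhibition above about 70%, limit read from the data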;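 also: 0% = full 14-3-3 plus peptide FRET controls and 100% = background without 14-3-3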
TRPML3 ag = human TRPML3 channel agonists, primary screen, cell-based, HEK293 TRPML3-YFP, Fluo-8 calcium fluorescence, 3 µM; 100% = the carbachol control signal; AID 1448, 2008; activation, % at 3 µM; hit rate 0.29% among 220,000;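 active = activation above its plate's cutoff, the mean activation of the plate's test wells plus 3 SD, cut at about 12% in these data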;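 also: 0% = DMSO only wells and 100% = carbachol wells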
Target sequence (Q8TDD5 whole entry, looked up): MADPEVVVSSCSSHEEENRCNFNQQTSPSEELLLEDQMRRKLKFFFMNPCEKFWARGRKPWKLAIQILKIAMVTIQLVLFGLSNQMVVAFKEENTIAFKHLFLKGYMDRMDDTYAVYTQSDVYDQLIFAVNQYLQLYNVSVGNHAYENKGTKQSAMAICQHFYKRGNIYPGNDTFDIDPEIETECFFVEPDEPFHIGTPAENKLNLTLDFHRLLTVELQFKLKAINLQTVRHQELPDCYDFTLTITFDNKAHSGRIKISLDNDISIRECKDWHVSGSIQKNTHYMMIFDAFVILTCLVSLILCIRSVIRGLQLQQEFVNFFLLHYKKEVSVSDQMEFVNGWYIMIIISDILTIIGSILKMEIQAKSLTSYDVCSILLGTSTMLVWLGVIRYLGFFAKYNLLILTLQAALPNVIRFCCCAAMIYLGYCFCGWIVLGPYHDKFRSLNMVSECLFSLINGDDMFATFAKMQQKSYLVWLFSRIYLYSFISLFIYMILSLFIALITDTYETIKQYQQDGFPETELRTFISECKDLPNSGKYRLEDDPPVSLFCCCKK
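Material: TRPML3-YFP stable HEK293 cells | Dosing: One concentration, 3 µM nominal, 0.3% DMSO | Timing: 125 s total fluorescence read per well | Technique: Fluo-8 calcium dye fluorescence, ex 470-495, em 515-575 nm | Measure: Percent activation from peak-to-basal fluorescence ratio, scaled between DMSO and carbachol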
PGE2 EP2 inh = human EP2 receptor antagonists, primary screen, TR-FRET cAMP, C6 glioma cells; inhibition, % at 25 µM; hit rate 0.52% among 260,000; C6 glioma cells expressing human EP2; cells stimulated with saturating PGE2; AID 1422, 2008; Prostaglandin E2 receptor EP2 subtype (Homo sapiens), P43116;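 active = percent inhibition above 40 after rounding to a whole number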;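 also: rat C6 glioma host cells with rolipram phosphodiesterase inhibitor present; the protocol text gives 20 µM as final concentration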
NPY Y1 blocker = NPY-Y1 receptor antagonists, primary screen, cell-based. HEK293-CNG Y1 cells, membrane potential fluorescence; NPY at EC95, then isoproterenol. inhibition, % at 3.6 µM. hit rate 1% among 200,000;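 active = inhibition above the campaign mean inhibition of all tested compounds plus 3 SD, cut at about 20% in these data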;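 also: 0% = DMSO wells given NPY plus isoproterenol and 100% = isoproterenol alone without NPY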
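Test system: HEK293 cells co-expressing NPY Y1 receptor and cyclic-nucleotide gated channel; Also added: NPY (25 nM), isoproterenol (1 µM), Ro 20-1724 (25 µM); Compound dosing: one concentration, 3.6 µM, in 0.4% DMSO; Timing: dye 3 h, compound 60 min room temperature, stimulation 45 min; Technique: Membrane-potential fluorescent dye readout.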
CHOP inh = inhibitors of CHOP promoter induction, primary screen, cell-based, unfolded protein response, luciferase reporter; CHO-K1 CHOP-promoter luciferase, tunicamycin-induced, 15-18 h; hit rate 3.8% among 220,000; inhibition, % at 10 µM;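 active = compounds that reduced the stress-induced luciferase reporter signal by more than about 70% of percent inhibition, limit read from the data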;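 also: 0% = tunicamycin plus vehicle and 100% = wells without tunicamycin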
NPY-Y1 PAM-ag = NPY-Y1 receptor potentiators or agonists, primary screen, cell-based. Neuropeptide Y receptor type 1 (Homo sapiens), P25929. NPY-Y1 expressing cells, potentiator/agonist activation. activation, % at 3.6 µM. hit rate 0.37% among 220,000. AID 1304, 2008; in the data active = activation above about 33%, passing the limit was not always enough;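 also: cells stimulated with NPY at EC10 then isoproterenol at EC100; 0% = low agonist plus stimulus and 100% = saturating agonist plus stimulus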
zfTRPN1 agonist = zebrafish TRPN1 channel agonists, primary screen, cell-based, HEK293, calcium fluorescence; HEK293 zebrafish TRPN1-YFP, Fluo-8 calcium fluorescence; 100% = response to 87 µM carbachol; activation, % at 3 µM; hit rate 0.18% among 220,000;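 active = activation above its plate's cutoff, the mean activation of test wells on that plate plus 3 SD, cut at about 19% in these data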;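 also: 0% = DMSO alone and 100% = 87 µM carbachol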
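Control set: carbachol 87 µM as high control, DMSO as low control; system: HEK293 stable line with zebrafish TRPN1-YFP; read-out: % activation versus carbachol response; detection: intracellular calcium fluorescence with Fluo-8; doses: single test compound dose, 3 µM nominal, 0.3% DMSO; schedule: dye 1 h 37 °C plus 30 min RT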
PPC-1+TRAIL kill = compounds killing PPC-1 cancer cells with TRAIL present, primary screen, TRAIL potentiator project, ATPLite luminescence, uHTS. AID 1443, 2008. PPC-1 cells + TRAIL, ATPLite viability luminescence. cell killing (% activity), % at 4 µM. hit rate 0.41% among 220,000;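 active = cell killing above 50% in the first pass at 4 µM, then a duplicate retest at 5 µM averaging 50% or more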;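 also: plate controls were cells with TRAIL plus DMSO for no effect and medium-only wells lacking cells for full effect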
* marks the source's active call; other numbers are inactive results; . = not tested or not shown; & = joins results of further samples; [ ] = another dose, or the depositor's remark. A portion of the library; count on the stated rates, not on these rows.

SMILES | EP2 mod | 14-3-3 Bad PPI | TRPML3 ag | PGE2 EP2 inh | NPY Y1 blocker | CHOP inh | NPY-Y1 PAM-ag | zfTRPN1 agonist | PPC-1+TRAIL kill
CCOC(=O)N1[C@@H]2C=C(C)[C@@H]2[C@@H]2[C@@H](C)C(=O)N21 | 4.7 | 13.4 | -0.3 | 3.2 | -2.5 | -4.5 | 6.2 | 2.1 | -4.0
CC(OC(=O)CCc1nc(=O)c2ccccc2n1C)C(=O)NCc1ccc2c(c1)OCO2 (configuration not stated) | 13.0 | -3.3 | 0.9 | 7.0 | 5.3 | 2.0 | 0.6 | -0.9 | 0.0
CCOC(=O)C1=C(C)NC(=S)NC1c1ccsc1 (configuration not stated) | 28.8 | -10.4 | 0.1 | 2.2 | 6.3 | 10.6 | -1.2 | 0.3 | 12.1
CC(C)(C)c1cc(C(c2cccnc2)N2CCN(CCO)CC2)cc(C(C)(C)C)c1O (configuration not stated) | -13.8 | 7.8 | -0.3 | . | -0.1 | 110.3* | 10.5 | -1.1 | -19.3
CCCOC(=O)Nc1sc2c(c1C(=O)OCC)CCC2 | 9.1 | 8.7 | 0.9 | 8.8 | 0.8 | 48.1 | -0.7 | 1.2 | 29.0
O=C1C2ON(c3ccccc3)C(c3cccnc3)C2C(=O)N1c1ccccc1 (configuration not stated) | 11.1 | 1.2[fluorescence artefact?] | 0.7 | 6.7 | 3.2 | 10.3 | -11.0 | -1.3 | 12.9
NNC(=O)c1ccc(CSc2cccc3cccnc23)cc1 | -42.0 | -11.4 | 0.6 | 5.5 | 2.9 | -21.2 | -6.2 | 1.3 | 13.8
CC1=CC(c2ccc(Cl)cc2)n2nc(NS(=O)(=O)c3ccc(C)cc3)nc2N1 (configuration not stated) | 20.0 | -3.8 | 1.0 | 10.7 | 2.2 | -0.9 | 7.8 | -0.6 | 2.6
COc1ccc(/C=N\NC(=O)c2sc(N)nc2C)cc1OC | 8.4 | 4.0 | -0.5 | 18.2 | 1.9 | -10.8 | 8.1 | 0.6 | -3.7
CCOC(=O)C(Cc1ccccc1)C(=O)Nc1ccc(N(CC)CC)cc1 (configuration not stated) | 15.4 | -5.5 | -0.3 | 10.6 | -0.4 | 15.2 | 45.7* | -1.2 | 13.3
CC1CCc2nc(N)c(C#N)c(-c3cccn3C)c2C1 (configuration not stated) | 9.0 | 2.7 | -0.2 | 22.6 | 0.4 | 71.2* | 5.5 | -1.2 | 15.1
CCOc1ccc(-c2csc(/C(C#N)=C\c3ccc(O)c([N+](=O)[O-])c3)n2)cc1 | -28.6 | -8.1[fluorescence artefact?] | 0.5 | 5.6 | 5.0 | 93.7* | 7.2 | -0.9 | 11.1
FC(F)(F)c1nnc2ccc(Sc3ccccn3)nn12 | 17.2 | 6.6 | 1.0 | 4.6 | 0.7 | 2.7 | 22.8 | 2.7 | 11.9
Cc1ccc(-c2onc3ccc(C4OCCO4)cc23)cc1 | 17.1 | -20.5 | -0.5 | 10.8 | 0.8 | 11.0 | -6.5 | -0.3 | 7.2
Cc1ccc(NS(=O)(=O)c2ccc(CCC(=O)NCc3cccnc3)cc2)cc1 | 8.6 | -5.5 | 1.1 | 8.1 | 6.1 | -2.7 | -17.0 | 0.5 | -0.1
Cc1ccc(OC(=O)CCc2c(C)nc3ncnn3c2C)cc1 | -7.7 | -3.4 | 1.3 | 5.0 | 0.8 | -20.6 | 0.9 | -0.2 | 8.8
CCCNc1nc(C)c(C(C)=O)cc1C#N | 13.6 | -13.7 | 0.7 | 12.4 | 4.4 | 18.4 | 7.3 | -0.7 | 33.0
O=C(CSc1ccc(-c2ccccc2)nn1)Nc1ccc2c(c1)OCCO2 | -15.8 | -11.6 | -0.8 | 4.5 | -4.2 | 29.4 | 1.2 | 1.0 | 29.7
CC1(C)CC(=O)C2=C(C1)N=C1SCCC(=O)N1C2c1cccc([N+](=O)[O-])c1 (configuration not stated) | -0.5 | -0.7 | 0.7 | 10.0 | -0.1 | -2.2 | 10.6 | 0.3 | -2.0
N#Cc1cc2c(nc1Cl)CCC2 | 17.1 | 3.5 | 0.5 | -1.0 | . | 8.3 | 0.8 | -0.4 | -16.6
CC(C)(C)C(=O)C[n+]1cccc(C(N)=O)c1 | 33.5 | -2.5 | 1.3 | 7.7 | 3.1 | -4.2 | 5.2 | 0.6 | 10.0
OCn1c2ccccc2c2ccccc21 | -16.4 | 9.2 | -1.2 | 6.7 | . | 26.1 | -10.4 | 0.4 | 11.1
O=S(=O)(NC1CC1)c1ccc(S(=O)(=O)N2CCc3ccccc32)cc1 | 1.2&-41.3 | 2.1 | 2.1 | 6.4&15.7 | -3.4 | 54.8 | 15.5 | 3.3 | -9.7
COc1ccc(NC(=O)CN(C)S(=O)(=O)c2ccccc2)cc1OC | 0.6 | -0.8 | 0.5 | 5.4 | 4.0 | -36.5 | -2.6 | -0.2 | 6.2
CCOn1c(=O)c(-c2cccc([N+](=O)[O-])c2)[n+]([O-])c2ccccc21 | 10.1 | 3.4 | 0.5 | 4.6 | 2.3 | -4.5 | 3.3 | -0.1 | -9.4
Cc1ccccc1Cn1cnc2c(nnn2Cc2ccc(F)cc2)c1=O | 29.4 | 12.1[fluorescence artefact?] | 0.6 | 8.4 | 2.7 | 22.8 | 10.7 | 1.1 | -1.8
O=C(CSc1nc(Cc2ccccc2)nc2ccccc12)c1ccc2c(c1)OCCO2 | 66.2* | -9.0 | -0.4 | 4.8&8.7 | 9.8 | 11.0 | -12.3 | -0.1 | -7.3
Cc1ccc(S(=O)(=O)N2CCCCC2)cc1NC(=O)COC(=O)CNC(=O)c1cc(Cl)cc([N+](=O)[O-])c1 | 3.4 | 0.3[fluorescence artefact?] | 0.8 | 8.7 | -2.1 | -2.8 | -25.0 | -0.6 | -17.9
Clc1ccc(CSc2ncnc3nc[nH]c23)cc1 | -17.2 | -8.5 | 0.4 | 2.8 | -3.2 | 25.3 | -49.9 | 0.2 | 9.5
COc1ccc(OC)c(NS(=O)(=O)c2ccc(NC(=O)C3COc4ccccc4O3)cc2)c1 (configuration not stated) | -34.9 | -10.3 | 1.4 | 18.2 | -7.0 | 34.0 | 6.3 | 1.3 | 18.1
O=S(=O)(NC1CCCc2ccccc21)c1cnc[nH]1 (configuration not stated) | 5.3 | -4.7 | 0.4 | 24.3 | 1.6 | 9.6 | -10.4 | 3.6 | 6.8
Cc1cc(=O)oc2ccc(OC(=O)c3cccc(S(=O)(=O)N4CCOCC4)c3)cc12 | -20.2 | 4.7 | 0.9 | -1.9 | -6.4 | 41.0 | 13.0 | -0.4 | 15.3
CC(=O)Nc1ccc(NC(=O)CSc2nnc(C)c(=O)[nH]2)cc1 | 25.6 | -9.2 | 1.4 | 2.8 | -2.9 | -12.8 | -7.6 | 1.8 | -17.3
COc1ccc(C2=CC(c3ccc(Cl)cc3)n3cnnc3N2)cc1OC (configuration not stated) | -27.8 | . | 0.7 | 18.6 | 4.8 | 7.4 | -11.7 | 0.6 | 19.8
O=S(=O)(c1ccc2c(c1)OCCO2)N1CCC(n2cnc3cc(F)ccc32)CC1 | -57.6 | -5.8[fluorescence artefact?] | -0.1 | 21.6 | -7.7 | 18.9 | 0.9 | 0.8 | 10.7
O=C1CCN(Cc2ccccc2)S(=O)(=O)c2ccccc21 | -10.5 | -3.3 | . | 6.3 | . | 30.0 | . | . | 2.6
O=C(CNC(=O)Cc1ccccc1)N=Nc1c(O)n(Cc2ccc3c(c2)OCO3)c2ccccc12 | 16.6 | 21.4 | -0.5 | 7.1 | 1.8 | -0.5 | -27.9 | 1.2 | -0.7
COCCNC(=O)CC(NS(=O)(=O)c1ccc(C)cc1)c1ccco1 (configuration not stated) | 8.7 | -3.5 | 0.8 | 17.8 | 2.1 | -2.9 | -3.6 | 0.4 | 24.5
CCC(C)(C)NC(=O)C(c1cccnc1)N(CCOC)C(=O)Cn1nnc2ccccc21 (configuration not stated) | 22.1 | -0.8 | -0.2 | 7.6 | -0.1 | -3.5 | 16.4 | 3.3 | 5.0
O=C1c2c(O)cc(O)cc2O[C@H](c2ccc(O)c(O)c2)[C@@H]1O | . | 20.2 | -0.7 | 11.1 | 7.4 | 21.4 | 8.7 | 0.9 | -0.6
O=C(O)C1=C(C(=O)Nc2ccc(F)c(Cl)c2)CCCC1 | -20.9 | 15.4 | 0.2 | 9.3 | -3.4 | -28.8 | -3.6 | 0.3 | 8.1
CC1CC(N(C(=O)c2ccccc2Cl)c2ccccc2)c2ccccc2N1 (configuration not stated) | 36.1 | -1.1 | -0.9 | . | 8.0 | 17.6 | 3.2 | 1.8 | -0.5
c1csc(-c2cnc3n2CCCC3)c1 | . | . | 1.2 | 12.2 | 1.8 | . | -5.2 | 1.2 | 16.0
CC(C)C1(C(C)C)OC(=O)c2ccccc21 | 26.4 | 5.4[fluorescence artefact?] | 0.5 | 6.8 | -5.4 | -0.8 | 6.1 | -0.5 | -2.5
c1ccc2c(c1)nc1n2CCS1 | 5.4 | -2.2 | 0.6 | 2.7 | -1.6 | 48.3 | -19.0 | 0.5 | 16.3
O=C(CCCSc1nc2ccccc2[nH]1)NC(c1ccccc1)c1ccccc1 | -3.7 | -0.9 | -1.3 | 7.6 | -8.6 | 33.6 | 35.1 | -3.2 | -1.6
COc1cccc(CNC(=O)N[C@@H](C)C(=O)O)c1 | 16.1 | -0.7 | 0.7 | 9.0 | . | 9.7 | -2.6 | 1.3 | -1.3
O=C(c1cc2ccccc2oc1=O)N(Cc1cccs1)Cc1cccs1 | -14.9&-3.3 | 1.7 | 0.4 | 10.5&5.4 | 7.3 | -5.1 | 20.5 | -1.4 | 9.2
COc1ccc(C(=O)/C=C/c2cccs2)c(OC(=O)c2cccc([N+](=O)[O-])c2)c1 | 8.1 | -11.1 | 0.0 | 13.5 | 7.6 | -99.3 | -13.6 | 1.2 | 8.0

Source: PubChem
